# Source: PubChem
# TCR-CD3 inh: human TCR-CD3 binding inhibition | TAMRA-labeled TCR probe fluorescence, biochemical | inhibition, % at 9.4 µM | hit rate 0.37% among 360,000 | AID 651800; in the data active = inhibition above about 19%;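 note: recombinant mutant TCR 2C K166C tagged with TAMRA read by polarization; 0% = receptor in buffer alone and 100% = receptor with positive control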
# Rev-erbA mod: Rev-erb alpha (human) modulation. P20393. Rev-erbα–FITC-DNA binding, fluorescence polarization, 90 min. activity, % at 10 µM. hit rate 0.79% among 370,000;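 active = activity above about 14%, limit read from the data; passing the limit was not always enough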;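 note: 0% = DMSO wells with 35 nM protein and 100% = DMSO wells with 750 nM protein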
# Target sequence (P20393 whole entry, looked up): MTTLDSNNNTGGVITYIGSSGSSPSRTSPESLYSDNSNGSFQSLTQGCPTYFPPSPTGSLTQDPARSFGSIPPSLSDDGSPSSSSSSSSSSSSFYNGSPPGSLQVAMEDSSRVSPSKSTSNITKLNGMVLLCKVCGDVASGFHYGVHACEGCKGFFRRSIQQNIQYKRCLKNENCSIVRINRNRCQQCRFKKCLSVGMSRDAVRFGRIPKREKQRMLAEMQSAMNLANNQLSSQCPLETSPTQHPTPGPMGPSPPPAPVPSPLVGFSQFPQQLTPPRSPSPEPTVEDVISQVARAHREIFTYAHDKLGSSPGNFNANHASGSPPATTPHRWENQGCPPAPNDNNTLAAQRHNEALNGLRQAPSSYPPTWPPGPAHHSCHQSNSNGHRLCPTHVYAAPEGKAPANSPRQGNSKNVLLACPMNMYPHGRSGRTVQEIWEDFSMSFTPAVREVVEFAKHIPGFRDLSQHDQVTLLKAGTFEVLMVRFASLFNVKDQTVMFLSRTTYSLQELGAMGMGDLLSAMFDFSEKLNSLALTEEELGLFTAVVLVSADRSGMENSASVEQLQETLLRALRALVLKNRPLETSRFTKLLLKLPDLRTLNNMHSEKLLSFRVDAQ
# TDP2 absorb: blocks human TDP2 phosphodiesterase activity; O95551; recombinant TDP2, T5PNP hydrolysis, p-nitrophenol absorbance 415 nm; inhibition, % at 12.8 µM; hit rate 0.34% among 370,000;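 active = inhibition above the mean of all tested compounds plus 3 SD, set per campaign, cut at about 25% in these data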;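 note: 0% = DMSO with enzyme and 100% = buffer with substrate but no TDP2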
#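 System: recombinant human TDP2 / Amount: 120 nM TDP2 per well / Also added: 5 mM T5PNP chromogenic substrate / Doses: 12.8 µM single point, 1% DMSO / Incubation: 2 h at 37 °C / Detection: p-Nitrophenol epi absorbance / Evaluation: % inhibition relative to enzyme-containing and enzyme-free wells / Repeats: singlicate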
# rCAG RNA binder: binds r(CAG) RNA repeats | r(CAG) RNA repeat, TO-PRO-1 dye displacement fluorescence | inhibition, % at 3 µM | hit rate 1.3% among 370,000;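 active = inhibition above the plate cutoff, the mean of all test compounds on that plate plus 3 SD, cut at about 35% in these data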;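 note: 0% = DMSO alone and 100% = 100 µM mitoxantrone as full dye displacement; higher means more dye released from RNA so lower well fluorescence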
# SIAE inh: human SIAE inhibition, primary screen | Q9HAT2 | SIAE FP-Rh probe binding, fluorescence polarization | inhibition, % at 9.66 µM | hit rate 0.69% among 370,000 | AID 1053197;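 active = inhibition above a cutoff: mean of compounds within the control limits plus 3 SD of those, cut at about 17% in these data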;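 note: 0% = plate median of compound wells and 100% = probe without SIAE protein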
# PG9 Ab binder: PG9 antibody binding by small molecule. TR-FRET gp120-PG9 antibody binding. inhibition, % at 6.7 µM. hit rate 0.43% among 360,000; in the data active = inhibition above about 8.5%
# ABHD4 inh: inhibits mouse alpha/beta hydrolase domain 4. Q8VD66. purified mABHD4, FP-Rh probe fluorescence polarization. inhibition, % at 8.92 µM. hit rate 0.54% among 370,000. AID 720543;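 active = inhibition exceeding the mean over every tested compound plus 3 SD, cut at about 30% in these data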;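 note: 0% = plate median of compound wells and 100% = S159A mutant with DMSO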
#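 Assay system: wild-type mouse ABHD4 protein; compound: single nominal dose of 8.92 µM, 0.89% DMSO final; schedule: 45 min + 60 min at 25 °C; measured by: FP readout, ex 525 nm / em 598 nm; evaluation: % inhibition of FP-Rh probe binding versus controls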
# HTRA1 inh: blocks human HTRA1 serine peptidase | Q92743 | AID 504803 | inhibition, % at 5.96 µM | hit rate 0.5% among 340,000 | recombinant HTRA1, FP-rhodamine activity-based probe, fluorescence polarization; in the data active = inhibition above about 36%;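 note: 0% = enzyme with DMSO and 100% = wells lacking enzyme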
# LEDGF integ inh: blocks HIV-1 LEDGF/p75-dependent DNA integration; TR-FRET IN-LEDGF/p75 DNA integration, Eu/Cy5; inhibition, % at 3.7 µM; hit rate 0.64% among 370,000;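 active = inhibition above the screen-wide mean plus 3 SD, cut at about 13% in these data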;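 note: signal is the Cy5 over europium emission ratio at 671 and 618 nm; 0% = plate median of compound wells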
# PRMT1 inh: blocks human protein arginine methyltransferase 1. Q99873. recombinant PRMT1, activity-based probe fluorescence polarization. inhibition, % at 2.79 µM. hit rate 1.3% among 370,000. AID 652257;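 active = inhibition above about 21% made by adding two undisclosed values, limit read from the data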
# Target sequence (Q99873 whole entry, looked up): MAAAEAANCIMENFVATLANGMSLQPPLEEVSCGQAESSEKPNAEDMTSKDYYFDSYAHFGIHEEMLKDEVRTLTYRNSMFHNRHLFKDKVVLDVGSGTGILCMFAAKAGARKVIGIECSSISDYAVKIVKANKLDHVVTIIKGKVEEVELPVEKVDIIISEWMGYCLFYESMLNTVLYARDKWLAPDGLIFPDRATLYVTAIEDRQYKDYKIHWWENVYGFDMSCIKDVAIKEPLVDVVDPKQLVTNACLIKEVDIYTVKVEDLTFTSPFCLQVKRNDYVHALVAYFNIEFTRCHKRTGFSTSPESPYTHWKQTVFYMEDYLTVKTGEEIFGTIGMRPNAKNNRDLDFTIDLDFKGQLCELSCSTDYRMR
# * hit, by the source's call; . = not tested or not shown. A portion of the library; the hit share may differ from the screen's.
SMILES,TCR-CD3 inh,Rev-erbA mod,TDP2 absorb,rCAG RNA binder,SIAE inh,PG9 Ab binder,ABHD4 inh,HTRA1 inh,LEDGF integ inh,PRMT1 inh
C=CCn1c(SCC(=O)NC2CCCC2)nc2ccccc21,5,-3,0,2,1,3.1,-4,-2,-4,-3
CC1(C)CC(=O)C=C(NNC(=O)c2cccnc2)C1,9,-4,10,-6,6,0.4,-1,.,4,0
CCOC(=O)C1CCN(Cc2nnnn2CCc2ccccc2)CC1,3,0,1,-2,0,-4.8,1,-1,0,-2
O=C1CCCN1c1ccc(S(=O)(=O)N2CCCCC2)cc1,-9,6,6,-2,17*,1.3,0,-6,0,-1
Cc1c(NC(=O)C(C)OC(=O)C23CC4CC(CC(Br)(C4)C2)C3)c(=O)n(-c2ccccc2)n1C (configuration not stated),4,0,-3,-4,-9,-0.2,4,-24,-4,1
CCNc1nc(OC)nc(N2CCC(Cc3ccccc3)CC2)n1,-1,-6,-15,1,-6,-1.2,-6,5,0,-4
CCOC(=O)c1nnn2c1nc(N1CCN(C)CC1)c1ccccc12,0,-9,-7,-4,-2,0.0,-7,-2,-4,2
NNC(=O)C(Cc1c[nH]c2ccccc12)NC(=O)c1ccccc1 (configuration not stated),2,-6,-3,5,1,-1.4,-5,-23,-1,-3
COc1cc2c(cc1OC)CN(CC(=O)NC(=O)NCc1ccccc1)CC2,0,2,-16,-3,-16,0.3,-2,0,-3,4
CCCCNc1c(-c2cccc(-c3cc(C(C)=O)cs3)c2)nc2ccc(C)cn12,7,2,-5,4,12,-3.7,15,-9,0,2
COC(=O)C1=C(C)N(C)C(=NCc2ccccc2)NC1c1ccccc1 (configuration not stated),-1,0,0,7,1,0.7,-2,.,-1,5
COc1cc2nc(SCC(=O)NCc3ccco3)n(Cc3ccc(Cl)cc3)c(=O)c2cc1OC,4,-4,-4,5,0,0.2,-2,-1,4,0
N#Cc1cccc(NC(=O)CN2CCN(Cc3ccccc3)CC2)c1,-4,-5,7,-5,-3,1.1,6,5,-3,4
Cc1c(NC(N)=O)c(=O)n(-c2ccccc2)n1C,-8,-1,-8,2,-1,1.6,-2,-8,0,3
Cc1cc(C)nc(Nc2nc(=O)c3ccccc3s2)n1,9,2,7,23,7,1.1,5,2,1,44*

# Already shown: an excerpt of the list.
SMILES,TCR-CD3 inh,Rev-erbA mod,TDP2 absorb,rCAG RNA binder,SIAE inh,PG9 Ab binder,ABHD4 inh,HTRA1 inh,LEDGF integ inh,PRMT1 inh
Cc1c(NC(N)=O)c(=O)n(-c2ccccc2)n1C,-8,-1,-8,2,-1,1.6,-2,-8,0,3
Cc1cc(C)nc(Nc2nc(=O)c3ccccc3s2)n1,9,2,7,23,7,1.1,5,2,1,44*

# New compounds follow.
SMILES,TCR-CD3 inh,Rev-erbA mod,TDP2 absorb,rCAG RNA binder,SIAE inh,PG9 Ab binder,ABHD4 inh,HTRA1 inh,LEDGF integ inh,PRMT1 inh
CCOC(=O)c1c(C)n(C)c2c(C)cc(O)c(OC(C)=O)c12,0,-3,1,1,3,-1.9,4,0,-1,0
Cc1ccc(-c2sc(-c3ccccc3)nc2CC(=O)Nc2ccccc2F)cc1,1,0,-2,5,-7,-0.9,-12,-11,-5,0
COc1ccc(C)cc1-n1nnnc1SCC(=O)Nc1cccnc1Cl,-9,4,-5,2,4,-4.2,-9,-2,10,-2
CCN(CC)c1ccc(NC(=O)Cn2nnc(-c3cccc(OC)c3OC)n2)c(C)c1,4,1,-16,-1,-3,-3.1,1,5,-7,-2
O=C(CSc1nnc(NC(=O)C2CC(=O)N(c3ccccc3)C2)s1)NC1CCCC1 (configuration not stated),1,-2,2,-2,-3,-2.6,4,3,-1,-1
COc1ccc(-c2nc(N)n(C(C)=O)n2)cc1,5,0,-6,1,-3,1.9,3,12,1,-3
CC(C)c1ccc(/C=C2\SC(N3CCOCC3)=NC2=O)cc1,2,-2,-3,-2,9,-1.3,-9,2,-5,5
O=C1CC[C@H](O)CCN1[C@H](CSc1ccccc1)Cc1ccccc1,2,0,-6,-9,-3,-0.8,4,1,1,-3
C=CCN1[C@H](C)[C@H](c2ccccc2)Oc2cc(Br)ccc2S1(=O)=O,-2,2,-5,5,-4,0.0,-8,.,-3,5
CC(C)(C(=O)N[C@H](CO)c1ccccc1)C(=O)N[C@H](CO)c1ccccc1,-1,-2,0,-4,2,0.4,6,-2,-1,-1
Cc1ccc(OCC(=O)NC(=S)Nc2ccc3c4c(cccc24)CC3)cc1,5,11,8,2,1,0.5,-7,0,0,0
CCC(=O)NC(=S)NNC(=O)c1ccccc1[N+](=O)[O-],8,-2,10,-1,5,-1.3,2,10,5,2
Cc1cc(Cl)ccc1NC(=O)CN1C(=O)C(=O)N(C2CCCC2)C1=O,2,0,6,3,1,1.2,0,5,0,-2
Cc1ccc(C)c(NC(=O)c2ccccc2C(=O)c2ccccc2)c1,4,6,-8,-4,-5,1.9,1,.,-3,2
CN(C(=O)c1cccc(NC(=O)Cc2ccc(NC(=O)C3CCCN(C(=O)c4ccccc4)C3)cc2)c1)C1CC1 (configuration not stated),7,0,0,4,3,-0.2,-16,.,-6,3

# Brought forward from above: 6 entries, followed by the next part.
SMILES,TCR-CD3 inh,Rev-erbA mod,TDP2 absorb,rCAG RNA binder,SIAE inh,PG9 Ab binder,ABHD4 inh,HTRA1 inh,LEDGF integ inh,PRMT1 inh
CC(C)(C(=O)N[C@H](CO)c1ccccc1)C(=O)N[C@H](CO)c1ccccc1,-1,-2,0,-4,2,0.4,6,-2,-1,-1
Cc1ccc(OCC(=O)NC(=S)Nc2ccc3c4c(cccc24)CC3)cc1,5,11,8,2,1,0.5,-7,0,0,0
CCC(=O)NC(=S)NNC(=O)c1ccccc1[N+](=O)[O-],8,-2,10,-1,5,-1.3,2,10,5,2
Cc1cc(Cl)ccc1NC(=O)CN1C(=O)C(=O)N(C2CCCC2)C1=O,2,0,6,3,1,1.2,0,5,0,-2
Cc1ccc(C)c(NC(=O)c2ccccc2C(=O)c2ccccc2)c1,4,6,-8,-4,-5,1.9,1,.,-3,2
CN(C(=O)c1cccc(NC(=O)Cc2ccc(NC(=O)C3CCCN(C(=O)c4ccccc4)C3)cc2)c1)C1CC1 (configuration not stated),7,0,0,4,3,-0.2,-16,.,-6,3
COc1ccc(/C(O)=C2/C(=O)C(=O)N(CCN3CCNCC3)C2c2cccc([N+](=O)[O-])c2)cc1 (configuration not stated),0,2,2,5,0,-1.4,-7,12,5,1
COc1ccc(/C=N/c2oc(C)c(C)c2C#N)c(OC)c1,7,4,1,-2,10,0.2,-3,5,1,-2
COc1ccc(S(=O)(=O)N2CCCCCC2)cc1N,3,-3,-5,1,7,-1.8,1,-8,-5,0
Cc1nn(CC(=O)Nc2nnc(C(C)C)s2)c(=O)c2ccccc12,-14,3,-2,-1,0,-0.5,3,1,-3,0
COc1ccccc1N(C)S(=O)(=O)c1ccc(Cl)c(C(=O)NCC2(N(C)C)CCCCC2)c1,6,1,7,-4,-8,-1.5,3,-7,3,1
CCc1noc(N)c1C(=O)Nc1ccc(Cl)cc1,-3,-1,-6,-2,-1,-0.6,3,-8,-3,5
O=C(CCc1ccccc1)c1ccc2c(c1)OCCCO2,0,6,7,4,-3,0.5,0,-20,-3,3
Cc1nn(-c2ccccc2)c(Cl)c1/C=C(/CC(=O)O)c1nc2ccccc2s1,1,-2,-1,47*,-1,0.4,0,-7,-1,-2
CC1CN(S(=O)(=O)c2cccc(C(=O)NCCC3=CCCCC3)c2)CC(C)O1 (configuration not stated),7,1,13,-3,1,-0.1,0,0,2,-1
Cc1cccc(C)c1NC(=O)C1CCCNC1 (configuration not stated),0,6,9,-3,4,-0.2,0,7,3,-3
CCN(CC(=O)Nc1ccc(NC(C)=O)cc1)C(=O)CCCc1c[nH]c2ccccc12,3,2,-6,1,14,-1.7,-3,-2,6,-8
C=CCn1c(N/N=C/c2ccc(O)cc2)nc2ccccc2c1=O,-2,3,-5,4,2,1.1,10,3,-3,3
COc1ccc(C(=O)Nc2ccc(S(=O)(=O)N3CCCCC3C)cc2)c(OC)c1OC (configuration not stated),6,-2,-5,-5,4,-0.5,-7,-27,0,-4
CC(C)=C[C@H]1C[C@H](C)[C@H]2CC[C@H](C)c3c(O)c(O[C@H]4OC[C@H](O)[C@@H](O)[C@@H]4O)c(C)c1c32,11,6,-2,-3,-1,0.2,-8,.,5,-2
Cc1nc(SC2CC(=O)N(c3cc(Cl)cc(Cl)c3)C2=O)nc2c1CCCC2 (configuration not stated),-8,2,0,8,-4,-2.2,-31,-23,4,24*

# PRMT1 inh: entries above that show a hit
mol	TCR-CD3 inh	Rev-erbA mod	TDP2 absorb	SIAE inh	PG9 Ab binder	ABHD4 inh	HTRA1 inh	LEDGF integ inh	PRMT1 inh
Cc1cc(C)nc(Nc2nc(=O)c3ccccc3s2)n1	9	2	7	7	1.1	5	2	1	44*
Cc1nc(SC2CC(=O)N(c3cc(Cl)cc(Cl)c3)C2=O)nc2c1CCCC2 (configuration not stated)	-8	2	0	-4	-2.2	-31	-23	4	24*

# Next compounds:
SMILES,TCR-CD3 inh,Rev-erbA mod,TDP2 absorb,rCAG RNA binder,SIAE inh,PG9 Ab binder,ABHD4 inh,HTRA1 inh,LEDGF integ inh,PRMT1 inh
CCC(C)(C)NC(=O)C1CCN(c2nc(OC)nc(OC)n2)CC1,-1,-1,-9,-3,0,0.5,1,11,-3,3
CSc1nc2ccc(S(N)(=O)=O)cc2s1,-3,-6,-3,4,7,-2.1,2,3,12,-1
Cc1cc(NC(=O)C2C3C(=O)N(Cc4ccc(Cl)cc4)C(C(=O)NCc4ccccc4)C34C=CC2(C)O4)no1 (configuration not stated),4,-3,-19,3,-4,-0.3,-8,-4,-9,-3
O=C(c1ccccc1)c1ccc2ccccc2n1,-3,0,6,-3,2,-2.0,-2,5,-1,-2
O=C(/C=C/N1CCN(Cc2ccccc2)CC1)C(F)(F)F,4,5,-5,-8,-4,-0.7,2,5,3,-2
CCOC(=O)C1(Cc2ccccc2)CCN(Cc2ccc3cc(NC(C)=O)ccc3n2)CC1,-4,1,-6,-1,-3,2.3,-10,-3,-4,5
Cc1cccn2cc(CCNS(=O)(=O)c3cccc([N+](=O)[O-])c3)nc12,-6,3,5,3,-1,0.8,6,-3,-7,4
COc1cc(-c2noc(C)c2/C=C/c2ccc(OC(C)=O)cc2)cc(OC)c1OC,4,-3,-9,-2,0,-0.7,-14,0,1,1
O=C(NCN1C(=O)C2C3C=CC(C3)C2C1=O)Nc1nccs1 (configuration not stated),-3,-2,1,3,-4,-3.3,5,3,0,0
N#Cc1c(Cl)nc(-c2ccncc2)nc1-c1ccccc1,4,6,2,5,-1,0.8,-4,2,-1,-3
COc1ccc(-n2nnnc2SCC(=O)Nc2cccc(O)c2)cc1,-8,2,-13,3,-3,-1.1,-7,3,2,2
